BCLXL inh – inhibitors of human Bcl-xL | inhibition, % at 10.9 µM | GST-Bcl-xL / FITC-Bim BH3 peptide fluorescence polarization | 320,000 tested, 0.7% active | Q07817 | AID 2129;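 active = inhibition above the mean of all tested compounds plus 3 SD, cutoff set per campaign, cut at about 30% in these data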;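 also: 0% = DMSO wells and 100% = unlabeled Bim-BH3 peptide competitor; inhibitors lower millipolarization by displacing the labeled peptide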
Target sequence (Q07817 whole entry, looked up): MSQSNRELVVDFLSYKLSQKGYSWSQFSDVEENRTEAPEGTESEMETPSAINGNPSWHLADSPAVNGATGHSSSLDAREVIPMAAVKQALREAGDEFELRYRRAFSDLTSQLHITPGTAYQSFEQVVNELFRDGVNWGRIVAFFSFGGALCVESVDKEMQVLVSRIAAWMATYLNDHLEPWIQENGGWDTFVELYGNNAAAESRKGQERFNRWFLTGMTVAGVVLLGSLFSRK
PME-1 primary – blocks human protein phosphatase methylesterase 1. Q9Y570. recombinant PME-1, FP-Rh probe fluorescence polarization. inhibition, % at 5.9 µM. 320,000 tested, 0.53% active. AID 2130;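 active = inhibition above the campaign mean of all compounds plus 3 SD, cut at about 26% in these data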;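 also: competitive labeling of PME-1 active site by serine hydrolase directed probe; 0% = PME-1 with DMSO and 100% = wells lacking PME-1 enzyme; inhibitors block probe labeling so polarization falls and inhibition rises; many of its hits are not listed in these tables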
Target sequence (Q9Y570 whole entry, looked up): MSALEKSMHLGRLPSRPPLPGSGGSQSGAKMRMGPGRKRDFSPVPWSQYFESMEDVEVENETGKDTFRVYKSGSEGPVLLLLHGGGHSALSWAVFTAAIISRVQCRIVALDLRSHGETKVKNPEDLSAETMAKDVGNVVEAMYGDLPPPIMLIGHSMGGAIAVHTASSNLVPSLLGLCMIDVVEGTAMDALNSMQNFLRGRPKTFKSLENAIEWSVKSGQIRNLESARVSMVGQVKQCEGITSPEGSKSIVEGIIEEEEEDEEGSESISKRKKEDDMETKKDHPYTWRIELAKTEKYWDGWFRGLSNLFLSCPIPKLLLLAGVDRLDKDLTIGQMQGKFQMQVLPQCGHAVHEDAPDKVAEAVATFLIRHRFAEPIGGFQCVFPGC
MCL1 BIM primary – inhibitors of human MCL1 binding to BIM-BH3 peptide. inhibition, % at 10.9 µM. GST-MCL1 / FITC-Bim-BH3 fluorescence polarization. Q07820. 320,000 tested, 0.68% active;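 active = inhibition above the mean inhibition of all tested compounds plus 3 SD, set per campaign, cut at about 40% in these data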;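 also: 0% = DMSO wells and 100% = unlabeled Bim-BH3 peptide control; higher means more loss of mP so more displacement of Bim peptide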
VLA-4 inh – inhibition in a human VLA-4 binding assay; P13612; VLA-4 expressing cells, ligand binding flow cytometry; inhibition, % (about 7 µM as worked out from the volumes in the protocol); 330,000 tested, 0.2% active; AID 2557; in the data active = inhibition above about 50%
MEX-5 binding – C. elegans MEX-5 TCR-2 RNA binding activity; Q9XUB2; MEX-5/FITC-TCR2 RNA binding, fluorescence polarization; stronger effect = lower value; activity score (negative = inhibition of binding), % at 10 µM; 300,000 tested, 0.38% active; AID 1832;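 active = inhibition past about -25% in most replicates, and total fluorescence under double the plate's negative control median, limit read from the data; inconclusive = replicates evenly split on the limit, or fluorescence at least double controls; inactive = too little inhibition in most replicates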;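 also: 0% = DMSO and -100% = 5 µM competing unlabeled TCR2 RNA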
GRK2 aptamer HTS – human GRK2 inhibition via aptamer displacement. P25098. bead flow cytometry, FAM-aptamer displacement from GRK2. inhibition of aptamer binding, % at 10 µM. 330,000 tested, 0.59% active. AID 488847;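 active = inhibition of aptamer binding above 40%, roughly 3 SD of noise, on plates passing a quality check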;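 also: median bead fluorescence of bound FAM aptamer so fluorescent compounds give negative values; no value below 0 was filed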
GLD-1 RNA inh – GLD-1-TGE RNA interaction inhibition (C. elegans). Q17339. purified GLD-1 + fluorescein TGE RNA, fluorescence polarization. inhibition, % at 5.96 µM. 320,000 tested, 0.44% active;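 active = percent inhibition above a per-plate cutoff, the plate mean of test compounds plus 3 SD, cut at about 30% in these data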;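 also: 0% = DMSO wells with GLD-1 and probe and 100% = wells lacking GLD-1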
Target sequence (Q17339 whole entry, looked up): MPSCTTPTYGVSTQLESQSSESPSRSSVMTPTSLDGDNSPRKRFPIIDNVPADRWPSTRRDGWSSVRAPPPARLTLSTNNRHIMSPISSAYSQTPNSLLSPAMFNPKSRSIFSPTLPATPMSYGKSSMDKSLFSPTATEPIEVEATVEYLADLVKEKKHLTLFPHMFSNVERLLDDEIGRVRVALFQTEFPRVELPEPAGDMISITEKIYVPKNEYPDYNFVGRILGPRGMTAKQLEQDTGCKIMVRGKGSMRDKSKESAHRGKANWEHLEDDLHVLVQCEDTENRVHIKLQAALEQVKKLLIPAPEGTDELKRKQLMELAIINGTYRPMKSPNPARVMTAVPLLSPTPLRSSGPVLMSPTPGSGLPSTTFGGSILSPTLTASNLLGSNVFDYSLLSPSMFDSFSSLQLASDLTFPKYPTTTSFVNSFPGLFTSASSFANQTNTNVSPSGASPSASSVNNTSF
Fam108B counter – blocks mouse Fam108B hydrolase in RBBP9 counter-screen; recombinant Fam108B, FP-Rh probe fluorescence polarization; inhibition, % at 9.51 µM; 300,000 tested, 0.33% active;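 active = inhibition above the screen mean inhibition plus 3 SD, computed separately per campaign, cut at about 18% in these data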;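 also: inhibitors lower polarization as less probe binds the enzyme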
Efflux pump mplx – blocks antifungal efflux pumps in multiplex yeast assay. S. cerevisiae Candida pump triplex, Nile Red efflux. inhibition, % at 10 µM. 330,000 tested, 0.44% active. AID 485275;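 active = plate passing quality check with inhibition over a set limit, or well fluorescence over plate mean plus 4 SD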;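 also: Nile Red retained in pooled yeast measured as flow cytometry median fluorescence; 0% = buffer negative control and 100% = Enniatin B positive control; higher means more Nile Red kept so more efflux inhibition; some compounds called inactive have numbers as strong as hits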
* marks the source's active call; other numbers are inactive results; u = inconclusive; x = no result given.

SMILES	BCLXL inh	PME-1 primary	MCL1 BIM primary	VLA-4 inh	MEX-5 binding	GRK2 aptamer HTS	GLD-1 RNA inh	Fam108B counter	Efflux pump mplx
Cc1cccc(NC(=O)Nc2ccc(Cl)cc2)n1	4	1	2	-40	-0.4	0	7	2	0.3
COc1ccc(CCC(C)NCc2ccc(Cl)c(Cl)c2)cc1 (stereo not drawn)	1	1	7	-4	-1.2	0	0	4	-0.3
Cc1ccc(C(=O)OCC(=O)N2CCCC2)cc1	1	3	-1	4	0.3	4	5	2	0.1
O=C(/C=C/c1c(F)cccc1Cl)Nc1ccc(S(=O)(=O)Nc2ncccn2)cc1	2	5	-7	12	-0.4	3	-9	-6	0.1
Cc1ccc(NC(=O)COC(=O)CCC2CCCC2)c(Br)c1	3	1	5	7	x	0	1	x	0.0
CC12CCC(=O)N1C(C(=O)Nc1cc(C(F)(F)F)ccc1N1CCCCC1)CS2 (stereo not drawn)	0	1	-3	2	1.0	2	-3	2	0.0
COc1ccc(NC2CCCN(C(=O)c3cc4ncccn4n3)C2)cc1 (stereo not drawn)	8	3	5	6	-4.2	3	4	0	0.7
CCn1nc(CC(=O)Nc2nnc(CC(=O)N3CCCC3)s2)c2ccccc2c1=O	3	-9	-6	14	-1.3	1	4	-3	0.0
CC1CCCC(C)N1C(=O)CSc1ncccn1 (stereo not drawn)	3	6	7	-13	-1.9	0	5	5	-0.3
CC1CCCCC1NC(=O)CSc1nc2ccccc2c(=O)n1Cc1ccco1 (stereo not drawn)	0	0	0	-4	1.6	0	10	0	-0.1
COc1ccc(-n2c(SCC(=O)NCc3cccs3)nnc2-c2ccoc2C)cc1	1	3	0	15	2.4	0	6	5	-0.1
CCC(=O)Nc1c(S(=O)(=O)c2ccccc2)c2nc3ccccc3nc2n1Cc1ccccc1	6	3	8	-9	-1.6	0	-6	-1	0.1
Cc1c(/C=N/NC(=O)COc2ccccc2[N+](=O)[O-])c2ccccc2n1C	4	13	9	3	1.0	1	2	3	0.2
CC1(C#CC[N+]2(C)CCCCC2)CCC2C(O1)c1ccccc1OC2(C)C (stereo not drawn)	-8	-2	-17	-4	-4.7	0	-4	3	0.1
O=C1C=C(c2ccccc2)C[C@@H](c2ccc(Cl)cc2)C1	2	5	2	0	x	2	6	x	0.0
CCOc1ccccc1OCCCOc1ccc(C)cc1Br	3	-5	4	23	4.0	9	-1	1	-0.1
Cc1cccc(N(C(=O)Cc2cccs2)C(C(=O)NC2CCCC2)c2ccncc2)c1 (stereo not drawn)	2	6	-3	-2	0.3	0	5	7	-0.1
CC(=O)c1ccc(NC(=O)c2cc(CC(C)C)nc3ccccc23)cc1	x	x	x	10	4.9	4	x	x	-0.2
Cc1ccc(C)c(OCCC(=O)Nc2ccccc2C(=O)NC2CC2)c1	x	x	x	2	x	0	-2	x	0.0
COc1cccc(-c2nc(S(=O)(=O)c3ccccc3)c(N3CCOCC3)o2)c1	5	-2	8	8	-0.6	0	1	4	-0.2

Rewritten with two lines to a compound: part of the list above
Values run as follows: BCLXL inh, PME-1 primary, MCL1 BIM primary, VLA-4 inh, MEX-5 binding, GRK2 aptamer HTS, GLD-1 RNA inh, Fam108B counter, Efflux pump mplx
CCOc1ccccc1OCCCOc1ccc(C)cc1Br
    3, -5, 4, 23, 4.0, 9, -1, 1, -0.1
Cc1cccc(N(C(=O)Cc2cccs2)C(C(=O)NC2CCCC2)c2ccncc2)c1 (stereo not drawn)
    2, 6, -3, -2, 0.3, 0, 5, 7, -0.1
CC(=O)c1ccc(NC(=O)c2cc(CC(C)C)nc3ccccc23)cc1
    x, x, x, 10, 4.9, 4, x, x, -0.2
Cc1ccc(C)c(OCCC(=O)Nc2ccccc2C(=O)NC2CC2)c1
    x, x, x, 2, x, 0, -2, x, 0.0
COc1cccc(-c2nc(S(=O)(=O)c3ccccc3)c(N3CCOCC3)o2)c1
    5, -2, 8, 8, -0.6, 0, 1, 4, -0.2

(list continues)
SMILES	BCLXL inh	PME-1 primary	MCL1 BIM primary	VLA-4 inh	MEX-5 binding	GRK2 aptamer HTS	GLD-1 RNA inh	Fam108B counter	Efflux pump mplx
COc1cc(SC)ccc1C(=O)NCCOc1c(C)cc(C)cc1C	7	-3	8	0	2.2	2	-6	-6	-0.2
CCc1ccc(-n2c(SCC(=O)N3Cc4ccccc4CC3C(=O)O)nnc2-c2ccncc2)cc1 (stereo not drawn)	-5	-4	-10	9	0.5	1	3	-5	0.0
CC(C)(C)C(=O)O/N=C(\N)c1ccc(Oc2cc(Cl)cc(Cl)c2)c([N+](=O)[O-])c1	-1	1	-4	12	1.6	0	3	3	-0.1
O=C(CS(=O)(=O)c1ccccc1)Nc1ccc(Cl)cn1	2	0	4	-4	0.2	0	3	1	1.9
CNC(=S)N(Cc1ccco1)Cc1cc2cc3c(cc2[nH]c1=O)OCCO3	3	-5	1	-4	-1.3	2	1	-7	-0.1
COc1ccc(OCC(=O)N2CCCC2=O)c([N+](=O)[O-])c1	-5	7	-12	20	-0.5	0	0	5	0.1
Cc1sc2nc(CSCC(=O)NC3(C#N)CCCCC3)[nH]c(=O)c2c1C	-22	5	-28	-64	x	3	-3	x	0.3
CCC(Sc1nc2cc(OC)c(OC)cc2c(=O)n1CCc1ccc(OC)c(OC)c1)C(=O)NCCOC (stereo not drawn)	3	2	1	3	2.1	4	3	-2	1.3*
CC1Cc2ccccc2N1C(=O)COC(=O)/C=C/c1cccc(F)c1 (stereo not drawn)	-1	-3	0	30	x	0	5	x	0.0
CCOC(=O)c1c(C)[nH]c(C(=O)COC(=O)c2ccccc2NC(=O)c2ccco2)c1C	0	-7	0	6	-2.4	3	3	-1	-0.1
Cc1ccc([C@@H]2CC=C(C(=O)O)[C@H](c3ccc(Br)cc3)N2S(=O)(=O)c2ccccc2C)cc1	x	x	x	-2	x	0	5	x	0.8
C=C1CSc2nc(=O)c3c4c(sc3n21)CCCC4	5	3	7	-7	-2.6	0	-8	3	0.0
CCCCn1c(N)c(N(CC(C)C)C(=O)c2ccc(OCc3c(C)noc3C)cc2)c(=O)[nH]c1=O	-4	-1	-1	-10	0.4	1	-7	5	0.0
CC(C)N1CCN(C(=O)c2cccc(Cl)c2)CC1	-1	-2	4	1	-0.6	1	3	-2	-0.2
Cc1nn(CC2CC2)c(=O)n1-c1ccc(F)cc1	-1	2	1	12	2.7	0	-2	-3	0.1
O=C1CC(c2ccccc2)CC(O)=C1C=NCCCN1CCOCC1 (stereo not drawn)	5	-3	9	8	2.4	1	-1	-1	-0.1
O=C(NCCN1CCOCC1)c1cccnc1SCc1ccccc1Cl	7	-5	7	11	0.9	7	2	0	0.1
CC(=O)Nc1ccc(N/C=C2/CCCC2=O)cc1	8	9	80*	-8	-3.3	3	-2	1	-0.2
O=C(CSc1nc(-c2cccs2)cc(C(F)(F)F)n1)Nc1cc(OCC(F)(F)F)cc([N+](=O)[O-])c1	2	-8	-1	-3	-0.1	0	3	-18	-0.1
O=C(Nc1ccc(Cl)cc1)Nc1ccc(N2CCC(C(F)(F)F)CC2)nc1	31*	9	32	0	-9.0	1	38*	1	-0.1
O=C(CCN1C(=O)/C(=C\c2ccccc2)SC1=S)N1CCCCC1	0	-3	1	-1	-2.9	0	-1	-1	-0.1
Cc1cc(C(=O)N/N=C/c2cc(Cl)cc([N+](=O)[O-])c2O)n[nH]1	8	-6	9	-38	u	0	5	3	-0.1
Cc1ccc(/C(O)=C/c2nc3cc(C)ccc3oc2=O)cc1	-7	1	-17	-12	-120*	2	-1	2	0.1
Cc1occc1C(=O)Nc1cccc(C(=O)NCc2ccccc2)c1	-1	-7	-3	1	0.4	0	2	-4	0.4
O=C(OCc1nc2ccccc2s1)[C@@H]1CCCN1S(=O)(=O)c1ccccc1F	6	-3	6	1	-3.0	1	4	-1	0.0
COc1cc2c(cc1OC)-c1nnc(-c3cccs3)n1C1(CCCC1)C2	3	1	1	14	0.8	0	-5	8	-0.1
O=[N+]([O-])c1ccc(O)c(/C=N/n2c(-c3ccccc3)n[nH]c2=S)c1	-16	4	-6	8	-7.8	4	6	2	0.0
COc1cc(/C=C/C(=O)OC(C)C(=O)Nc2c(C)n(C)n(-c3ccccc3)c2=O)ccc1O (stereo not drawn)	3	0	-3	10	0.9	1	-2	1	0.1
Cc1nn(-c2ccc(Cl)nn2)c(=O)c2ccccc12	4	-3	3	-1	0.2	2	-1	0	-0.1
CC(C)Cc1cc(C(=O)Nc2ccc(Br)cc2)no1	-2	-2	-10	3	-0.9	1	3	3	0.1
CCCCCc1cc(=O)oc2c(C(CCN3CCCCC3)c3ccc(OC)cc3)c(OC)cc(OC)c12 (stereo not drawn)	2	7	-3	4	-1.2	0	3	-3	0.0
O=c1c2ccccc2nc(-c2ccccc2Cl)n1O	4	0	0	8	-6.0	0	0	0	-0.1
O=C(CCCN1C(=O)c2ccccc2C1=O)NC1CCCCCC1	2	-8	1	-6	-0.2	2	-1	3	-0.1
CCOC(=O)C1CCN(C(=O)C2CCN(S(=O)(=O)c3c(C)noc3C)CC2)CC1	-2	6	-3	8	-0.8	0	-2	0	0.0
CC1(C)Nc2ccc(O)cc2-c2c1ssc2=S	16	2	16	-5	-2.4	2	-2	6	0.0
CCOc1ccc(Br)cc1S(=O)(=O)NC1=NCCCCC1	x	x	x	15	x	0	0	x	0.0
COc1cccc(/C=C/C(=O)N2CC(C)OC(C)C2)c1OC (stereo not drawn)	-11	-2	-29	8	-0.3	0	-6	-5	1.7*
NNC(=O)C(=O)Nc1ccc(O)cc1	10	7	10	-1	2.9	0	-4	4	0.0
COc1cc(OC)c(C(=O)Nc2cccc3ccccc23)cc1OC	2	4	6	32	-2.5	0	3	-5	0.0
CC1CCC(NC(=O)CCCn2sc3ccccc3c2=O)CC1 (stereo not drawn)	4	2	0	12	-2.4	1	-5	8	-0.2
Cc1ccc(-c2nn(-c3ccccc3)cc2C(=O)NN2CCN(C)CC2)cc1	4	9	-2	1	0.2	1	-1	10	0.2
COc1ccc(CN2CC(=O)N3[C@H]4c5cc(C)ccc5OC[C@@H]4[C@H](c4ccccc4)[C@]3(C)C2=O)cc1	x	x	x	3	x	2	33*	x	0.2
CN1CCN(c2ccc(S(=O)(=O)N3CCCCC3)cn2)CC1	-2	-3	2	1	2.5	0	5	6	0.3
CCN(C[C@H]1N[C@@](C)(C(=O)OC)[C@H]2C(=O)N(C)C(=O)[C@@H]12)S(=O)(=O)c1ccc(F)cc1	x	x	x	25	x	0	-2	x	-0.1

A portion taken from the entries so far, for reference:
SMILES	BCLXL inh	PME-1 primary	MCL1 BIM primary	VLA-4 inh	MEX-5 binding	GRK2 aptamer HTS	GLD-1 RNA inh	Fam108B counter	Efflux pump mplx
COc1ccc(CN2CC(=O)N3[C@H]4c5cc(C)ccc5OC[C@@H]4[C@H](c4ccccc4)[C@]3(C)C2=O)cc1	x	x	x	3	x	2	33*	x	0.2
CN1CCN(c2ccc(S(=O)(=O)N3CCCCC3)cn2)CC1	-2	-3	2	1	2.5	0	5	6	0.3

Not all compounds are listed; the hit share may differ from the screen's.
